Giardia FBPA inh: qHTS Assay for Inhibitors of Fructose-1,6-bisphosphate Aldolase from Giardia Lamblia | AID 2451, 2010 | A8B2U2 | purified Giardia FBPA | Potency, µM (titrated, usually from 59.6 µM), for inactives: top-dose activity, negative = inhibition, most hits filed as inhibitors | 290,000 tested, 0.71% active; further: potency means the concentration at half of the fitted maximal effect; nearly all actives have a fitted effect of over 55% in size
Target sequence (A8B2U2 whole entry, looked up): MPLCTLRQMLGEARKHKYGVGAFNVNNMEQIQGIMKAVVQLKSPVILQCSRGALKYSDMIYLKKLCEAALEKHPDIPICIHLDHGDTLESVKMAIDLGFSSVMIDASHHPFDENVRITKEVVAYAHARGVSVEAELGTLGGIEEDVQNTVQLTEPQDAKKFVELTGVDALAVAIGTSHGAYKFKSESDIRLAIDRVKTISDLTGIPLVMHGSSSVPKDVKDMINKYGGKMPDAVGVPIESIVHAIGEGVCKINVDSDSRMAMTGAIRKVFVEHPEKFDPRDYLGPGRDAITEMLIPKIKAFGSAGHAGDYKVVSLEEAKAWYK
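Giardia FBPA (40 nM reagent) was preincubated 10 min at RT with compound (up to 57.5 uM final), then substrate plus GAPDH/TPI/NAD/arsenate coupling system with diaphorase/resazurin was added; resorufin fluorescence (525/598 nm) was read after 20 min.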
AmpC inh detg: qHTS Inhibitors of AmpC Beta-Lactamase (assay with detergent) | AmpC hydrolysis of nitrocefin, absorbance 480 nm, 0.01% Triton | P00811 | 370,000 tested, 0.041% active | Potency, µM (highest dose often 114 µM), without a hit: at the highest dose activity change, negative = inhibition, most hits filed as inhibitors | AID 485294, 2010;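 further: potency means the concentration at half of the fitted maximal effect; 0% = no-compound wells and -100% = no-enzyme wells; nearly all actives have a fitted effect of over 25% in size; some results filed as inactive show a strong effect at the top dose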
Target sequence (P00811 whole entry, looked up): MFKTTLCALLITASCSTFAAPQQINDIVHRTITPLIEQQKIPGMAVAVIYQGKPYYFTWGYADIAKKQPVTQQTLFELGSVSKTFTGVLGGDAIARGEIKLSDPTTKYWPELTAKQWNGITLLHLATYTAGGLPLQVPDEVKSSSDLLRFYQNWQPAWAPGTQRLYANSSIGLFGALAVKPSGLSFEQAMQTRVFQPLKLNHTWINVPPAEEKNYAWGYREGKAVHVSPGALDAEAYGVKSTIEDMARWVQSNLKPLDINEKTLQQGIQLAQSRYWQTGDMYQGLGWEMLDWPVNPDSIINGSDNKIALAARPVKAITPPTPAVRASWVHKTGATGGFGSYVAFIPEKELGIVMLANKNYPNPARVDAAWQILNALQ
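20 mM phosphate pH 7.0 + 0.01% (detergent screen) or 0.0001% Triton X-100; 5.3 nM AmpC reagent; cpd preinc 15 min RT; nitrocefin (800 uM stock) to start; A480 q20 s × 4 min; Activity was normalised to no-enzyme and no-compound control wells.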
HCMV inh: qHTS Assay for inhibitors of the human cytomegalovirus (HCMV). 410,000 tested, 4.5% active. AID 1259415, 2018. HFF cells, HCMV-luciferase reporter, 72 h; hits give low values. activity change, negative = inhibition, % at 57.5 µM; in the data active means activity change below about -60%; inconclusive means no clear call, values can overlap the other calls; inactive means above about -39%
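Luciferase read-out from HCMV-luciferase-infected HFFs (MOI 1 PFU/cell) 72 h post infection at 37C; compounds added after 16 h cell attachment; activity normalized between buffer-only basal and Salinomycin (10uM) inhibitor controls.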
AMA1 RON2 block: qHTS for Inhibitors of AMA1-RON; Towards Development of Antimalarial Drug Lead: Primary Screen; Plasmodium falciparum AMA1 (3D7) - RON2 peptide interaction; AlphaScreen AMA1-biotinylated RON2 peptide binding; Potency, µM (highest dose often 58.2 µM), without a hit: at the top dose activity change, negative = inhibition, most hits filed as inhibitors; 360,000 tested, 0.2% active; AID 720542, 2013;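 further: potency means the concentration at half of the fitted maximal effect; 0% = vehicle wells and -100% = peptide control; nearly all actives have a fitted effect of over 45% in size; some results filed as inactive show a strong effect at the top dose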
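AMA1 (3D7) with his tag at 25 nM final met compounds first, then biotinylated RON2 peptide at 25 nM; detection used donor plus acceptor beads, 10 µg/mL apiece, read by AlphaScreen after 30 min at room temperature.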
Sm TGR inh: qHTS Assay for the Inhibitors of Schistosoma Mansoni Peroxiredoxins. 360,000 tested, 3% active. Potency, µM (series often up to 114 µM), without a hit: at the highest dose activity change, negative = inhibition, hits mostly inhibitors. purified TGR, DTNB reduction, TNB absorbance 405 nm. Schistosoma mansoni thioredoxin glutathione reductase (TGR), Q962Y6; further: potency means the concentration at half of the fitted maximal effect; nearly all actives have a fitted effect of over 60% in size
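First, TGR (20 nM dispensed) and NADPH were mixed with compound. Second, a 15 min room-temperature incubation followed. Third, further NADPH and then DTNB were added to start the reaction. Finally, TNB absorbance was monitored kinetically.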
HCV inh: qHTS Assay for Inhibitors of Hepatitis C Virus (HCV). Huh7.5.1 HCVcc-Cre infection, luciferase reporter, 44 h. Potency, µM (highest dose often 41.8 µM), inactives show top-dose activity change, negative = inhibition, usual class: inhibitors. 340,000 tested, 3.4% active. AID 651820, 2012; further: potency means the concentration at half of the fitted maximal effect
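A cell-based infection assay in which seeded cells (1,000 per well) receive test compound after 4 h, are inoculated with HCVcc-Cre at approximately 0.5 moi, and are incubated 44 h before luminescence detection.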
Numbers without * were called inactive; u = inconclusive; x = no result given; & = joins results of further samples; [ ] = remark or other dose. Unless noted, the call rests on the fitted dose curve; in most records, active means well fitted curve in the direction sought with a large enough effect; inconclusive means small, poorly fitted or top-dose-only effect, or another doubt; inactive means no such curve, though single readings can be large; an effect the other way counts as inactive or inconclusive. Unless noted, on the % scale 0 is the no-effect control and ±100 the full control effect.

SMILES | Giardia FBPA inh | AmpC inh detg | HCMV inh | AMA1 RON2 block | Sm TGR inh | HCV inh
O=C(CC1CCCC1)NCCc1cn2ccccc2n1 | -8% | 5% | -14 | -6% | 4% | 26%
O=C(Nc1cc(Cl)ccc1Cl)c1noc2c1CCCC2 | -1% | 0% | 70 | 3% | 4% | -2%
O=C(Nc1ccc(Cl)cc1)Nc1ccc(Cl)c(Cl)c1 | x | 8% | -98* | 12% | -1% | u
Cc1c(N=Nc2c(O)n(-c3ccc(Br)cc3)c(=O)[nH]c2=O)c(=O)n(-c2ccccc2)n1C | 16µM* | 0% | -11 | 10% | 10µM* | 16%
Cc1ccc(S(=O)(=O)NCCC(=O)O)cc1 | 8% | u | 11 | -6% | -1% | 12%
Cc1cc(C)n(-c2nc(SCCN(C)C)c3c4c(sc3n2)COC(C)(C)C4)n1 | 5% | -3% | 11 | 6% | -1% | 7.9µM*
COc1ccc(CNC(=O)CC(C)c2ccccc2)cc1 (configuration not stated) | 1% | -5% | 30 | 3% | -4% | -1%
CCOc1ccccc1C(=O)NCC(=O)Nc1ccc(-c2ccccc2)cc1 | 4% | -9% | 21 | 5% | -11% | 6%
Cc1cc(C)cc(N(CC(=O)NC(C)(C)C)C(=O)CNC(=O)c2cccs2)c1 | 2% | -6% | -30 | -13% | 7% | 2%
O=C(COc1ncnc2c(Cl)cc(Cl)cc12)NCCC1=CCCCC1 | 0% | -4% | 5 | -1% | 3% | 8%
CC#CC(=O)N1CCC(CCc2ccccc2)(C(=O)OCC)CC1 | 1% | -4% | u | -4% | 1% | 16%
COC(=O)c1c(C)cc(OC(C)=O)c(C)c1OC(C)=O | 2% | u | -19 | 1% | -24% | -8%
O=C(COc1ccc(N2C(=O)c3ccccc3C2=O)cc1)c1ccccc1 | 7% | -11% | 3 | -1% | -1% | 5%
CCCCCn1c(-c2ccc(OC)c(OC)c2)nc2ccccc21 | x | 8% | 3 | x | 0% | x
O=C(O)c1cccc(CSc2nnc(Cc3ccccc3)o2)c1 | 13% | 3% | 17 | 21% | 10% | u

Complete entries from above. Order of screens: Giardia FBPA inh	AmpC inh detg	HCMV inh	AMA1 RON2 block	Sm TGR inh	HCV inh
CCOc1ccccc1C(=O)NCC(=O)Nc1ccc(-c2ccccc2)cc1 across the screens: 4%	-9%	21	5%	-11%	6%
O=C(COc1ccc(N2C(=O)c3ccccc3C2=O)cc1)c1ccccc1 across the screens: 7%	-11%	3	-1%	-1%	5%

(listing goes on)
SMILES | Giardia FBPA inh | AmpC inh detg | HCMV inh | AMA1 RON2 block | Sm TGR inh | HCV inh
O=C(Nc1cccc(-c2nn[nH]n2)c1)c1csc2c1CCCC2 | x | 1% | x | -7% | -5% | 21%
COc1ccc(OC)c(-n2nnnc2SCC(=O)O)c1 | 29% | -14% | 24 | -9% | 80%[activator] | 9%
Cc1ccccc1C(=O)c1cccn1CC(=O)NCc1ccccc1 | 8% | -3%&21% | -3&-17 | -2% | 0%&2% | -6%
C=CCOc1ccc2ccccc2c1CNn1c(C)n[nH]c1=S | 8% | -13% | -2 | 102%[activator] | 7% | -11%
Cc1ccc(/C=N/NC(=O)CNC(=O)c2cccc([N+](=O)[O-])c2C)o1 | -7% | 1% | -8 | 5% | -10% | 2%
NS(=O)(=O)c1cccc(NC(=O)c2cccs2)c1 | -1% | u | 3 | -7% | 8% | -5%
COc1ccc(NC(=O)COC(=O)Cn2nnc3ccccc32)cc1 | 5% | 3% | 7 | 0% | -14% | 14%
O=C(CSc1ccccn1)N/N=C/c1c[nH]c2ccccc12 | 0% | -5% | -6 | 2% | -4% | -9%
O=C(COC(=O)C1CC2C=CC1C2)Nc1cccc(S(=O)(=O)N2CCCCC2)c1 (configuration not stated) | -3% | -4% | -20 | 7% | -2% | 11%
O=C(CCc1c[nH]c2ccccc12)NCC1COc2ccccc2O1 (configuration not stated) | 0% | -10% | 18 | -2% | -3% | -22%
Cc1cc(C)cc(N2C(=O)CSC2c2ccccn2)c1 (configuration not stated) | 5% | 2% | 48 | 10% | 2% | 11%
O=C(Nc1ccc(C(=O)O)cc1)/C(=C\c1ccco1)NC(=O)c1ccccc1Cl | 2% | -5% | 2 | -13% | -24% | 11%
O=C(Nc1nc(-c2ccncc2)cs1)C1COc2ccccc2O1 (configuration not stated) | 4% | u | 91 | 13% | -4% | -28%
COC(=O)c1c(NC(=S)Nc2cc(OC)c(Cl)cc2OC)sc2c1CCCCC2 | -15% | u | 10 | 9% | -10% | -13%
CCOC(=O)CNC(=O)C(Cc1ccccc1)NS(=O)(=O)c1ccc2c(c1)CCC(=O)N2 (configuration not stated) | x | x | 40 | 1% | x | 19%

7 structures out of the list, ordered by SMILES length, ascending.
SMILES | Giardia FBPA inh | AmpC inh detg | HCMV inh | AMA1 RON2 block | Sm TGR inh | HCV inh
COc1ccc(CNC(=O)CC(C)c2ccccc2)cc1 (configuration not stated) | 1% | -5% | 30 | 3% | -4% | -1%
Cc1cc(C)cc(N2C(=O)CSC2c2ccccn2)c1 (configuration not stated) | 5% | 2% | 48 | 10% | 2% | 11%
COC(=O)c1c(C)cc(OC(C)=O)c(C)c1OC(C)=O | 2% | u | -19 | 1% | -24% | -8%
COc1ccc(NC(=O)COC(=O)Cn2nnc3ccccc32)cc1 | 5% | 3% | 7 | 0% | -14% | 14%
O=C(Nc1cccc(-c2nn[nH]n2)c1)c1csc2c1CCCC2 | x | 1% | x | -7% | -5% | 21%
Cc1cc(C)n(-c2nc(SCCN(C)C)c3c4c(sc3n2)COC(C)(C)C4)n1 | 5% | -3% | 11 | 6% | -1% | 7.9µM*
O=C(Nc1ccc(C(=O)O)cc1)/C(=C\c1ccco1)NC(=O)c1ccccc1Cl | 2% | -5% | 2 | -13% | -24% | 11%

Continued.
SMILES | Giardia FBPA inh | AmpC inh detg | HCMV inh | AMA1 RON2 block | Sm TGR inh | HCV inh
COC(=O)c1ccc2c(c1)NC(=O)c1ccccc1S2 | 4% | -9% | 39 | -15% | 8% | 12%
COc1ccc(Cl)cc1NC(=O)c1cc(-c2cc(C)ccc2O)n[nH]1 | -1% | -6% | -29 | 67%[activator] | -3% | -25%
O=C(Nc1ccccc1)c1cccc(S(=O)(=O)NC2CCCC2)c1 | x | -3% | -8 | 17% | -2% | -20%
O=C(NCc1ccncc1)C(=O)NCC1OCCN1S(=O)(=O)c1cc(F)ccc1F (configuration not stated) | x | x | 21 | 0% | x | 21%
CCc1cccc(CC)c1-n1nnc2c(sc3nc(C)cc(C)c32)c1=O | x | 2% | -7 | x | 4% | x
Cc1ccc(C)c(Cn2c3ccccc3c3cnn(CC(=O)NCCCN4CCCCC4)c(=O)c32)c1 | x | -4% | -79* | 1% | -11% | u
O=C1c2ccccc2-c2c1cccc2C(=O)N1CCCCC1 | 1% | 2% | -7 | 3% | -1% | 2%
Cc1cc(C)c(C(=O)CSc2n[nH]c(=O)n2C2CC2)cc1C | -1% | 1% | u | -19% | -3% | u
CCc1ccccc1NC(=O)CNC(=O)CCc1nc2sc3c(c2c(=O)[nH]1)CCCC3 | x | u | -5 | -18% | 18% | u
Cc1noc(C)c1S(=O)(=O)Nc1ccc2c(c1)CC(=O)N([C@H](C)CO)C[C@H](C)[C@@H](CN(C)CC1CC1)O2 | x | x | 0 | 11% | x | u
O=C(Nc1ccc2nc(-c3cccnc3)[nH]c2c1)C12CC3CC(CC(C3)C1)C2 | 6% | u | -23 | -5% | -12% | u
COCCOC(=O)C1=C(C)NC(=O)NC1c1cccc2ccccc12 (configuration not stated) | 5% | 2% | 19 | 0% | 4% | 0%
Cc1ccc(C)c(NC(=O)CSc2nc(=O)n(Cc3ccccn3)c3c2CCC3)c1 | x | 4% | 2 | x | 6% | x
Cc1ccc(-c2cc(C(=O)N/N=C/C=C/c3ccco3)c3ccccc3n2)cc1C | -19% | 4% | -38 | 111%[activator] | 40µM* | u
Cc1cc(=O)[nH]c(CN2CCOCC2)n1 | -6% | u | u | 33%[activator] | 0% | 4%
COc1ccc(NC(=O)CSc2nc(-c3ccccc3)[nH]c2-c2ccccc2)cc1OC | x | -10% | -30 | x | 7% | x
CCNC(=O)N(CCOC)CC1CCCN(C2Cc3ccccc3C2)C1 (configuration not stated) | -12% | -21% | 126 | -1% | -24% | -6%
COc1ccc(CC(=O)N(C)CC(=O)Nc2ccccc2C(F)(F)F)cc1S(=O)(=O)N1CCOCC1 | x | 0% | x | 42%[activator] | -2% | -11%
CCOC(=O)c1cnc(-c2ccccc2)nc1Oc1ccccc1 | -20% | -8% | 11 | 62%[activator] | 10% | -19%
C=CCn1c(SCCC#N)nnc1-c1ccncc1 | -8% | 7% | 11 | 5% | 2% | 9%
O=C(O)c1ccc(S(=O)(=O)c2ccc3c(c2)C(=O)N(c2ccccc2[N+](=O)[O-])C3=O)cc1 | x | 0% | 21 | -3% | -1% | 2%
CN(C)S(=O)(=O)c1cccc(NC(=O)COC(=O)c2cccc(S(=O)(=O)N3CCc4ccccc4C3)c2)c1 | 3% | -10% | 20 | 8% | -21% | 7%
Cc1ccc(C)c(NC(=O)C(OC(=O)c2ccc(C)s2)c2ccccc2)c1 (configuration not stated) | 1% | -11% | -29 | -18% | 9% | 9%
Cc1ncc([N+](=O)[O-])n1CC(=O)NCc1ccccc1 | 5% | 1% | 32 | 9% | 9% | x
Cc1ccc2c(CSc3nnc(C4CC4)n3N)cc(=O)oc2c1C | -2% | -12% | 57 | -6% | 0% | -2%
CC(=O)c1ccc(NS(=O)(=O)c2cc3c(cc2C)N(C(C)=O)CCO3)cc1 | 3% | u | 203 | 3% | 1% | 37%[activator]
Cc1noc(C)c1CSCC(=O)Nc1ccc(Br)cc1Cl | x | -14% | -5 | 13% | -17% | -2%
Cn1c(SCC(=O)Nc2ccccc2)nc2c([nH]c3ccccc32)c1=O | 2% | -7% | u | 0% | 0% | 8%
Cc1ccc(NC(=O)CSc2nnc(CNC(=O)c3ccco3)n2C)cc1C | x | -11% | -10 | 5% | -6% | -23%[8.37 µM]
C=CCNC(=O)c1ccccc1NC(=O)COc1ccc(OC)cc1 | 4% | -4% | -12 | 15% | 1% | -21%
O=C1c2ccccc2C(=O)N1c1cc([N+](=O)[O-])ccn1 | -1% | u | 23 | -15% | -1% | 15%

Assay outcomes: PubChem BioAssay, National Center for Advancing Translational Sciences (NCATS)
